Screens: PubChem BioAssay, The Scripps Research Institute Molecular Screening Center
LEDGF integ inh: blocks HIV-1 LEDGF/p75-dependent DNA integration. 370,000 tested, 0.64% active. TR-FRET IN-LEDGF/p75 DNA integration, Eu/Cy5. inhibition, % at 3.7 µM;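 active = inhibition above the screen-wide mean plus 3 SD, cut at about 13% in these data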;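 note: signal is the Cy5 over europium emission ratio at 671 and 618 nm; 0% = plate median of compound wells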
Tn6 DDE FP: DD(E)-Tn6 binding inhibition, primary FP screen | inhibition, % at 8.3 µM | AID 720509 | Fibrin DD(E) TRITC-Tn6 fluorescence polarization displacement | 370,000 tested, 0.21% active;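 active = inhibition above a per-campaign cutoff: mean of compounds within control limits plus 3 SD, cut at about 15% in these data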;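 note: 0% = median of all compound wells on the plate and 100% = blocking peptide control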
SIAE inh: inhibitors of human sialic acid acetylesterase SIAE. inhibition, % at 9.66 µM. SIAE FP-Rh probe binding, fluorescence polarization. Q9HAT2. 370,000 tested, 0.69% active;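 active = inhibition above a cutoff: mean of compounds within the control limits plus 3 SD of those, cut at about 17% in these data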;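 note: 0% = plate median of compound wells and 100% = probe without SIAE protein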
Target sequence (Q9HAT2 whole entry, looked up): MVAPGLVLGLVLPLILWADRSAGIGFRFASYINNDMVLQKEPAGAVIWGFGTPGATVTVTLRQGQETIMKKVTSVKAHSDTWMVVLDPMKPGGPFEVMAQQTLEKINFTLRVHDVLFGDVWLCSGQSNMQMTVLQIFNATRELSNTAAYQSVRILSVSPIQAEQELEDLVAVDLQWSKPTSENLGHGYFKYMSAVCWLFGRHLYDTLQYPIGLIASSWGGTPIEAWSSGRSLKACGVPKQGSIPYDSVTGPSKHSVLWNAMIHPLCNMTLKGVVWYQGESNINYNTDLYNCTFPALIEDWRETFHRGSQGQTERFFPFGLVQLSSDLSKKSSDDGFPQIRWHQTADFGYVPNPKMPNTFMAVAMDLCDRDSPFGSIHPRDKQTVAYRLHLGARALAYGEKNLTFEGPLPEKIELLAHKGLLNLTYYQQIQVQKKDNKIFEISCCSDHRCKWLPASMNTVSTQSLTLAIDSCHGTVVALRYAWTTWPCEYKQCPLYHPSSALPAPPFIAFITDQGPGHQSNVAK
MBD2 DNA inh: blocks human MBD2 binding to methylated DNA; TR-FRET, MBD2 binding to methylated oligonucleotide; inhibition, % at 4.4 µM; 370,000 tested, 0.31% active; AID 686964; in the data active = inhibition above about 13%
TCR CD3 inh: blocks the human TCR-CD3 interaction; 360,000 tested, 0.37% active; TAMRA-labeled TCR probe fluorescence, biochemical; inhibition, % at 9.4 µM; AID 651800; in the data active = inhibition above about 19%;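 note: recombinant mutant TCR 2C K166C tagged with TAMRA read by polarization; 0% = receptor in buffer alone and 100% = receptor with positive control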
PRMT1 FP inh: PRMT1 (human) inhibition, primary screen; 370,000 tested, 1.3% active; AID 652257; recombinant PRMT1, activity-based probe fluorescence polarization; inhibition, % at 2.79 µM; Q99873;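 active = inhibition above about 21% made by adding two undisclosed values, limit read from the data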
Target sequence (Q99873 whole entry, looked up): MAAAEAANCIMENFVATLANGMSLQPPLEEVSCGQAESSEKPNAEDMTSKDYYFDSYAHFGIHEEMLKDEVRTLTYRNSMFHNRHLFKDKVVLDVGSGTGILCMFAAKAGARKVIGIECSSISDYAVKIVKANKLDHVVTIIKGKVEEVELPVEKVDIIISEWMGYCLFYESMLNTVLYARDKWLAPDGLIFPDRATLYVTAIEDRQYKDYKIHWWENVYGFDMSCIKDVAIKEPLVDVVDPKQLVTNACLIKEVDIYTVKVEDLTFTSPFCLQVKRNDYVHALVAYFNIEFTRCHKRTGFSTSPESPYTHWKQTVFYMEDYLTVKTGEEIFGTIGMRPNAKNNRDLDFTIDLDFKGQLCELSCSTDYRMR
TDP2 absorb: TDP2 (human) inhibition, absorbance primary screen. O95551. recombinant TDP2, T5PNP hydrolysis, p-nitrophenol absorbance 415 nm. inhibition, % at 12.8 µM. 370,000 tested, 0.34% active;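 active = inhibition above the mean of all tested compounds plus 3 SD, set per campaign, cut at about 25% in these data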;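 note: 0% = DMSO with enzyme and 100% = buffer with substrate but no TDP2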
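Test system: Human TDP2 enzyme | Reagent: 5 mM T5PNP | Compound dosing: 12.8 µM single point, 1% DMSO | Incubation: Enzyme reaction with compound for 2 h at 37 °C | Technique: p-Nitrophenol epi absorbance | Read-out: % inhibition relative to enzyme-containing and enzyme-free wells | Benchmarks: High control without enzyme, low control DMSO plus TDP2 | Replicates: Singlicate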
proKLK7 act: activators of human kallikrein-7 zymogen. 370,000 tested, 0.9% active. P49862. purified proKLK7, EDANS-DABCYL substrate fluorescence; 100% is mature enzyme control, 0% vehicle. activation, % at 7 µM;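 active = activation above the mean of all tested compounds plus 3 SD, computed per campaign excluding outliers beyond control limits, cut at about 13% in these data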
DDE Tn7 FP inh: inhibitors of Tn7 peptide binding to human fibrin DD(E) | P02675 | FP displacement of FITC-Tn7 peptide from fibrin DD(E); 0% = median of compound wells per plate | inhibition, % at 8.3 µM | 370,000 tested, 0.13% active | AID 720508;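 active = inhibition above the mean of compounds falling within the control limits plus 3 SD of them, cut at about 14% in these data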;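 note: 0% = plate median of compound wells and 100% = 10 µM Aha-Tn7 peptide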
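Assay system: Human fibrin DD(E) protein | Medium: Tris buffer with calcium and detergent, pH 7.8 | Reagent: 0.1 µM fluorescent Tn7 | Compound dosing: Single point at 8.3 µM | Times: 10 min preincubation, 3 h with tracer, room temperature | Detection: Fluorescence polarization of the labelled Tn7 tracer | Controls: Aha-Tn7 high control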
UHRF1 binding: UHRF1 methyl-DNA binding inhibition | Q96T88 | UHRF1 binding to methylated oligo, TR-FRET | 370,000 tested, 0.75% active | inhibition, % at 4.4 µM; in the data active = inhibition above about 21%;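 note: UHRF1 SRA domain binding a hemimethylated CpG hairpin DNA probe; 0% = median of test compound wells and 100% = reference inhibitor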
Numbers without * were called inactive.

structure,LEDGF integ inh,Tn6 DDE FP,SIAE inh,MBD2 DNA inh,TCR CD3 inh,PRMT1 FP inh,TDP2 absorb,proKLK7 act,DDE Tn7 FP inh,UHRF1 binding
CCN1C(=O)/C(=C\c2ccc(-c3ccc([N+](=O)[O-])cc3OC)o2)SC1=Nc1cccc(C(=O)O)c1,7,6,17,-3,12,17,8,1.5,4,3
Cc1ccc(NC(=O)CN(C)S(=O)(=O)c2cccc3cccnc23)c(C)c1,-1,-4,1,-4,-4,6,1,-0.2,-1,0
COc1ccc([N+](=O)[O-])cc1NC(=O)C(C)OC(=O)Cn1[nH]c(=O)c2ccccc2c1=O (configuration not stated),-8,-8,6,0,-3,4,-3,0.2,-5,7
CCCc1nnc(NC(=O)CCC(=O)N2CCN(C3CCCC3)CC2)s1,3,-4,5,6,-7,4,-7,0.4,0,0
CCOc1ccccc1NC(=O)CSc1nc(N)c(C#N)cc1C#N,0,0,-7,0,-5,0,-10,12,1,-1
Cc1noc(/C=C/N(C)C)c1S(=O)(=O)N1CCN(c2ccc(F)cc2)CC1,2,3,9,-6,-10,-3,6,-0.6,2,-3
NC(=O)NNc1ncc(C(F)(F)F)cc1Cl,4,-4,-1,0,7,1,7,0.1,7,-1
CCN(CC(=O)Nc1ccc(NC(C)=O)cc1)C(=O)CSC(=S)N1CCCC1,1,4,7,-4,2,-1,-7,0.1,2,0
Cc1ccccc1CN(C)C(C)C(=O)NCc1ccccc1 (configuration not stated),4,-8,0,1,-2,-2,-4,-0.1,-8,-3
CCOC(=O)CN[C@H]1CCC2C3CC=C4C[C@@H](O)CC[C@]4(C)C3CC[C@@]21C (some centres not stated),-1,7,3,5,-1,2,3,-0.1,1,2
Cc1nn(C)c(C)c1NC(=O)Nc1cccc(C(F)(F)F)c1,4,-8,10,2,-4,-1,0,-0.5,0,0
COc1ccc(C(=O)Nc2ccccc2-c2nnn(CC(N)=O)n2)cc1,2,-4,-11,0,-6,-2,-7,0.0,-2,1
Fc1cnc(N2CCOCC2)nc1NCc1ccccc1,-2,6,-5,0,-4,-2,-6,0.5,-4,2
CCc1ccc2c(c1)C(NC(C)=O)C(=O)N2CC (configuration not stated),-1,9,-10,-5,3,0,-6,-0.5,7,-1
C=CCn1c(SCC(=O)N2CCCCC2)nc(O)cc1=O,2,2,3,-7,-7,-3,2,-0.4,4,0
CCOC(=O)C1=C(C)N=c2sc(=Cc3cc(Cl)c(OCC(=O)O)c(OC)c3)c(=O)n2C1c1ccccc1Cl (configuration not stated),0,7,-27,1,-21,9,4,-0.7,6,0
CCc1nnc(NC(=O)C2CCCN2C(=O)Nc2ccc(C)cc2)s1 (configuration not stated),-8,-2,7,5,-11,4,8,-0.1,3,-1
CC1=C(C(=O)Nc2cc(C(=O)NCCCOC(C)C)ccc2C)SCCO1,1,-8,-10,2,1,-4,15,0.1,-2,2
Cc1ccc(-c2ccc(=O)n(CC(=O)Nc3cccc(C(=O)N4CCN(C)CC4)c3)n2)cc1,7,-3,0,-2,-5,0,-9,0.1,0,-4
CCn1nc(C)cc1C(=O)N1CCCC(C(=O)c2ccc(OC)cc2C)C1 (configuration not stated),-3,6,-4,1,5,3,-12,0.3,-5,3
O=C(Nc1cc(C(F)(F)F)ccc1N1CCCCC1)c1ccc(Br)o1,-3,-1,-4,4,-1,2,-1,0.6,0,3
Cc1ccc(-c2nc3c(c(=O)c4ccccc4n3C)c(=O)n2-c2ccccc2)cc1,0,5,1,5,-5,0,3,0.7,-2,-1
O=CC(O)C1OC(=O)C(O)C1O (configuration not stated),3,-5,-2,4,-14,-1,-2,-0.6,-8,16
Cc1cc(=O)oc2cc(OCC(=O)c3ccc4c(c3)NC(=O)CO4)ccc12,5,0,-9,-6,-2,-5,-12,-4.3,-5,-2
COC(=O)C(C)(C(=O)OC)c1ccccc1[N+](=O)[O-],4,0,10,-2,-6,-5,8,0.1,-1,-1
O=C(CSc1nnc(-c2ccco2)n1CC1CCCO1)c1ccc(F)cc1 (configuration not stated),1,-5,1,2,7,3,-4,-0.3,-2,-2
O=C(NCC(c1ccco1)N1CCCC1)c1cccc(S(=O)(=O)N2CCCCC2)c1 (configuration not stated),0,-2,-1,-1,4,-8,-11,0.8,1,-3
Cc1cc(NC(=O)CN(C)S(=O)(=O)c2cnc[nH]2)ccc1Br,-1,-1,-1,-3,5,-1,6,-0.1,4,-2
Cc1c(C(=O)OC(C)C)sc2nc[nH]c(=O)c12,1,1,0,-2,-5,3,10,-2.5,-3,-2
N=C(N)CCCOc1ccccc1-c1ccccc1,3,3,20*,-4,3,-2,5,1.0,-15,-1
O=C(CSCCNS(=O)(=O)c1ccccc1)Nc1ccccc1,0,6,3,6,5,0,6,0.1,-3,13
CCc1cccc(NC(=O)CCC(=O)O)c1,1,-2,0,-2,2,-1,8,-0.6,-6,0
O=C(c1ccccc1)N1CCN(C(=O)c2nn3c(C(F)(F)F)cc(-c4ccco4)nc3c2Br)CC1,5,3,15,-1,-4,30*,-2,0.4,3,3
CCOC(=O)N1CCN(C(=O)CSc2ncnc3ccccc23)CC1,-5,1,-5,3,-4,7,-2,0.1,5,2
CCOc1ccc(C(C)=O)cc1CC(C(N)=O)C(N)=O,2,5,4,1,-1,-2,5,0.5,-3,-1
Cc1ccc(NC2CCCN(C(=O)c3cccs3)C2)cc1C (configuration not stated),-4,-4,4,-1,-4,1,7,-0.2,10,-2
CCc1ccc(CNC(=O)CCn2nc(C)c3c(C)n(-c4ccccc4)nc3c2=O)cc1,0,1,-4,-1,0,-4,14,-0.1,5,0
O=C(CNS(=O)(=O)c1ccccc1)NCc1cccnc1,12,9,1,-1,8,-3,1,0.1,-1,2
Cc1cc(C)c(S(C)(=O)=O)c(=O)[nH]1,-3,5,1,2,-5,2,1,-0.4,10,3
Cc1ccc(N(CC(=O)NC2CCCCC2)S(=O)(=O)c2c(C)noc2C)cc1,21*,3,5,2,-3,13,29*,-0.1,5,4

In the list so far, 3 contain bromine:
structure,LEDGF integ inh,Tn6 DDE FP,SIAE inh,MBD2 DNA inh,TCR CD3 inh,PRMT1 FP inh,TDP2 absorb,proKLK7 act,DDE Tn7 FP inh,UHRF1 binding
O=C(Nc1cc(C(F)(F)F)ccc1N1CCCCC1)c1ccc(Br)o1,-3,-1,-4,4,-1,2,-1,0.6,0,3
Cc1cc(NC(=O)CN(C)S(=O)(=O)c2cnc[nH]2)ccc1Br,-1,-1,-1,-3,5,-1,6,-0.1,4,-2
O=C(c1ccccc1)N1CCN(C(=O)c2nn3c(C(F)(F)F)cc(-c4ccco4)nc3c2Br)CC1,5,3,15,-1,-4,30*,-2,0.4,3,3

The list goes on:
Values run as follows: LEDGF integ inh	Tn6 DDE FP	SIAE inh	MBD2 DNA inh	TCR CD3 inh	PRMT1 FP inh	TDP2 absorb	proKLK7 act	DDE Tn7 FP inh	UHRF1 binding
- CCCCC(=O)c1c(O)c2ccccc2oc1=O
    -4	0	-4	-1	0	0	-12	-0.2	-10	3
- CCN(CC)C(=O)c1cn(C)c2ccc(S(=O)(=O)N(CC)CC)cc2c1=O
    1	10	6	0	2	0	1	0.5	5	1
- Cc1cc(C)n2nc(C(=O)N3CCCC(Nc4ccc(F)c(F)c4)C3)cc2n1 (configuration not stated)
    3	-5	-1	-3	0	-5	-7	-0.1	-5	-2
- CCC/C=C(\CCC)C(NS(=O)(=O)c1cccc2cccnc12)c1ccc(C(=O)OC)cc1 (configuration not stated)
    -2	0	-2	-3	6	-2	-4	-0.2	11	-1
- Nc1ccc(S(=O)(=O)NC2=NCCCCC2)cc1
    -1	0	3	5	0	4	-3	-0.1	3	1
- O=C1Nc2ccccc2/C1=N\N=C\c1ccc(O)c(O)c1
    45*	-3	4	-8	32*	33*	-12	0.2	-3	-2
- CCc1ccc(/C=N/Nc2ncnc3nc[nH]c23)cc1
    3	-2	2	-6	0	-3	4	-0.2	3	-2
- C/C(=N\Nc1cccc2cccnc12)c1ccc(C)cc1
    4	6	6	-10	7	6	-4	0.3	-4	-6
- CCCn1c(NCc2cccc(OC)c2OC)nc2ccccc21
    -1	-7	4	-3	1	-4	3	0.4	8	10
- CCS(=O)(=O)N1Cc2ccccc2CC1C(=O)Nc1nc2c(C)cccc2s1 (configuration not stated)
    -2	-8	-21	-1	2	-4	-8	-1.0	1	0
- COC(=O)c1ccc(NC2CC(=O)N(c3ccccc3C)C2=O)cc1 (configuration not stated)
    -1	5	1	-4	-3	7	-1	0.8	2	1
- COc1ccc(N2CC(C(=O)Nc3nnc(SCC(=O)c4ccccc4)s3)CC2=O)cc1 (configuration not stated)
    -1	-1	-13	0	0	0	-5	0.1	3	-3
- CCOc1cc(C)nc(N2CCCC(C(=O)NCc3ccccc3F)C2)n1 (configuration not stated)
    0	-1	-3	2	5	1	-1	0.6	-5	-2
- CCOCc1nnc(NC(=O)CCS(=O)(=O)Cc2ccccc2)s1
    2	5	1	-1	7	1	12	0.3	1	0
- COc1ccc(Cl)cc1NC(=O)CN1C(=O)CSC1=O
    -5	2	-1	1	0	1	-3	0.3	10	0

For convenience, part of the list above:
Values run as follows: LEDGF integ inh	Tn6 DDE FP	SIAE inh	MBD2 DNA inh	TCR CD3 inh	PRMT1 FP inh	TDP2 absorb	proKLK7 act	DDE Tn7 FP inh	UHRF1 binding
- CCN1C(=O)/C(=C\c2ccc(-c3ccc([N+](=O)[O-])cc3OC)o2)SC1=Nc1cccc(C(=O)O)c1
    7	6	17	-3	12	17	8	1.5	4	3
- Cc1ccc(NC(=O)CN(C)S(=O)(=O)c2cccc3cccnc23)c(C)c1
    -1	-4	1	-4	-4	6	1	-0.2	-1	0
- COc1ccc([N+](=O)[O-])cc1NC(=O)C(C)OC(=O)Cn1[nH]c(=O)c2ccccc2c1=O (configuration not stated)
    -8	-8	6	0	-3	4	-3	0.2	-5	7
- CCCc1nnc(NC(=O)CCC(=O)N2CCN(C3CCCC3)CC2)s1
    3	-4	5	6	-7	4	-7	0.4	0	0
- CCOc1ccccc1NC(=O)CSc1nc(N)c(C#N)cc1C#N
    0	0	-7	0	-5	0	-10	12	1	-1
